# Source: PubChem BioAssay
# BAZ2B inh – BAZ2B (human) inhibition | Potency, µM (top dose mostly 114 µM), inactives show at the highest dose activity change, negative = inhibition, most hits filed as inhibitors | 360,000 compounds, 4.4% hits | AlphaScreen BAZ2B-H3K14Ac peptide displacement | Q9UIF8; further: on the % scale 0 is the no-effect control and ±100 the full control effect; nearly all actives have a fitted effect of over 60% in size
#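 In this displacement format the biotinylated H3(5-23) peptide acetylated at Lys14 serves as ligand at 50 nM, with BAZ2B at 50 nM in PBS pH 7.4 containing 0.01% Tween-20. Donor and acceptor beads are 10 ug/mL final.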
# HP1b chromo inh – inhibitors of HP1-beta chromodomain binding to methylated histone tails | P83916 | AlphaScreen HP1-beta / biotin-H3K9me3 peptide binding | 390,000 compounds, 0.56% hits | Potency, µM (doses to about 114 µM), without a hit: at the highest dose activity change, negative = inhibition, usual class: inhibitors; further: nearly all actives have a fitted effect of over 70% in size; inactives centre near 23
#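 Compound inhibition of the preformed complex between 50 nM HP1-beta and 50 nM biotinylated H3K9me3 peptide was read by AlphaScreen. Buffer was PBS pH 7.4 with 0.01% Tween-20. Incubations ran 30 min at room temperature, with 10 ug/mL donor/acceptor beads.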
# JMJD2A Tudor inh – inhibitors of human JMJD2A Tudor domain | AID 504339 | O75164 | AlphaScreen JMJD2A-Tudor / H3K4me3 peptide binding | Potency, µM (highest dose often 114 µM), for inactives: top-dose activity change, negative = inhibition, usual class: inhibitors | 390,000 compounds, 4.4% hits; further: on the % scale 0 is the no-effect control and ±100 the full control effect; nearly all actives have a fitted effect of over 50% in size
# Pin1 inhibitor – blocks the human prolyl isomerase Pin1; AID 504891; Pin1 FP peptide displacement, HiFluor488, 10 min; 390,000 compounds, 0.009% hits; Q13526; Potency, µM (series often up to 115 µM), for inactives: top-dose activity, negative = inhibition, most hits filed as inhibitors; active means well fitted inhibition curve with a large enough effect in the polarisation, with a control signal flat, not every such curve was filed as active; inconclusive means small, poorly fitted or top-dose-only effect, or effect the other way, or a change in a side signal; inactive means no such curve, though single readings can be large or run the other way; the % refers to the polarisation; further: on the % scale 0 is the no-effect control and ±100 the full control effect
# G9a block – inhibitors of human histone lysine methyltransferase G9a. 350,000 compounds, 8.8% hits. G9a H3K9 monomethylation, AlphaScreen, 2 h. AID 504332. Potency, µM (highest dose often 102 µM), inactives show at the top dose activity, negative = inhibition, most hits filed as inhibitors; further: on the % scale 0 is the no-effect control and ±100 the full control effect; nearly all actives have a fitted effect of over 75% in size
#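 Signal arises when biotinylated H3K9 peptide, once monomethylated, bridges streptavidin donor and antibody-captured acceptor beads. Enzyme at 20 nM was preincubated 15 min with test compounds; peptide 500 nM and SAM 20 uM then reacted for 2 h.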
# GLS inh – blocks human kidney-isoform glutaminase activity. 410,000 compounds, 0.21% hits. Potency, µM (series often up to 45.5 µM), for the others: top-dose activity change, negative = inhibition, actives largely listed as inhibitors. GLS enzymatic activity, qHTS titration. O94925; further: on the % scale 0 is the no-effect control and ±100 the full control effect
#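 hKGA in 45 mM KH2PO4 pH 8.2, 0.02% Tween-20 with pin-transferred compounds; 1 mM L-glutamine (stock) plus glutamate oxidase/HRP/Amplex Red coupling added. Fluorescence read initially and after 30 min at RT.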
# POLI inh – DNA polymerase iota (human) inhibition | AID 588590 | Potency, µM (titrated, usually from 115 µM), without a hit: at the highest dose activity, negative = inhibition, most hits filed as inhibitors | Pol iota fluorescent replication assay, 10 min | 390,000 compounds, 1% hits
#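 Pol iota at 10 nM preincubated 15 min with compounds at room temperature; reaction started with fluorescent substrate, 50 nM final. Fluorescence read kinetically at 0 and 10 min; buffer-only wells as negative control.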
# PGK inhibitor – inhibitors of T. brucei phosphoglycerate kinase; P07378; PGK/GAPDH coupled, Kinase-Glo luminescence, 60 min; Potency, µM (top dose mostly 57.5 µM), for the others: top-dose activity change, negative = inhibition, most hits filed as inhibitors; 380,000 compounds, 0.043% hits; AID 602233; further: on the % scale 0 is the no-effect control and ±100 the full control effect; nearly all actives have a fitted effect of over 60% in size
#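 Recombinant glycosomal PGK reaction used 1,3-bisphosphoglycerate generated in-well by GAPDH (100nM final) in 100mM TEA pH 7.6, 5mM MgCl2, 0.01% Tween-20. After 60 minutes at room temperature, ATP was read by Kinase-Glo Plus luminescence end-point.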
# BLM helicase inh – inhibitors of human Bloom syndrome helicase BLM; 350,000 compounds, 0.2% hits; P54132; AID 2528; recombinant BLM DNA unwinding, fluorescence dequenching; Potency, µM (highest dose often 56.1 µM), for inactives: at the highest dose activity change, negative = inhibition, hits mostly inhibitors;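 further: plate controls were vehicle for no effect and no enzyme for full effect; nearly all actives have a fitted effect of over 35% in size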
# Target sequence (P54132 whole entry, looked up): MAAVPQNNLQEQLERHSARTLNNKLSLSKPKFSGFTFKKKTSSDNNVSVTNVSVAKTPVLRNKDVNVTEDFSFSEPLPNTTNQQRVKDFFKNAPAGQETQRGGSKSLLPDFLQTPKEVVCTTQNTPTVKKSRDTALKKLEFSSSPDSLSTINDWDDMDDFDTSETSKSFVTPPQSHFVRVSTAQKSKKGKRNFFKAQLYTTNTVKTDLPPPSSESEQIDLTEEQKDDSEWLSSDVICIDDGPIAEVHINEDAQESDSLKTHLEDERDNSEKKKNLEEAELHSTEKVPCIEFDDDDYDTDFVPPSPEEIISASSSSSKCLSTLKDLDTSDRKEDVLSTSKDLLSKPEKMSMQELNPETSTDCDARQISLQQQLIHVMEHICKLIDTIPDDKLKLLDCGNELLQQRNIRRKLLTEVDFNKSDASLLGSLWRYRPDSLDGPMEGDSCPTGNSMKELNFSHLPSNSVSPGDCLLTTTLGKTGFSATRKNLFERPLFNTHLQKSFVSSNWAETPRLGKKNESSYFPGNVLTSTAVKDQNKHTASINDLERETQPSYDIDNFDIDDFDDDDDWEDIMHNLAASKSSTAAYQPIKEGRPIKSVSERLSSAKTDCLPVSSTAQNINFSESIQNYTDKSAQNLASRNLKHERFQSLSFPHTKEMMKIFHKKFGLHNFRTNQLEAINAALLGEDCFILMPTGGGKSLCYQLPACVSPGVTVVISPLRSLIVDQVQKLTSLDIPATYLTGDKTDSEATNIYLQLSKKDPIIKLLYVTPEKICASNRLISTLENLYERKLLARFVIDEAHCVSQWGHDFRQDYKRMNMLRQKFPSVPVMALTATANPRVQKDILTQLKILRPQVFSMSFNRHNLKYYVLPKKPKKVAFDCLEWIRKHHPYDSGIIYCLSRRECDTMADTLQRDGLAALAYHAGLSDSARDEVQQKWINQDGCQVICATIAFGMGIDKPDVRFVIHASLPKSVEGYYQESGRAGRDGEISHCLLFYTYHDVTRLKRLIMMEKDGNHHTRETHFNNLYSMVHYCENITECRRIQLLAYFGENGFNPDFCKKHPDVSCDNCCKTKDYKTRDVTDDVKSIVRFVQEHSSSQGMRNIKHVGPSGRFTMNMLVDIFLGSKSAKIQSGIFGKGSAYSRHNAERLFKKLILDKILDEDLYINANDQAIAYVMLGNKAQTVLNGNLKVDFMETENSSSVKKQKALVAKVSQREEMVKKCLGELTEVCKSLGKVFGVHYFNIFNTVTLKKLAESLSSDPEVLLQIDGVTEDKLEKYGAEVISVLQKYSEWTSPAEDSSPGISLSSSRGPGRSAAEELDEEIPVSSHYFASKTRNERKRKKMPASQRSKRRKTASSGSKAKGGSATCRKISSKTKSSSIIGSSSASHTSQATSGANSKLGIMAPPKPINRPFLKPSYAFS
# An asterisk follows results filed as active; i = inactive; ? = inconclusive; . = not tested or not shown; [ ] = another dose, or the depositor's remark. Unless noted, the call rests on the fitted dose curve; in most records, active means well fitted curve in the direction sought with a large enough effect; inconclusive means small, poorly fitted or top-dose-only effect, or another doubt; inactive means no such curve, though single readings can be large; an effect the other way counts as inactive or inconclusive. Potency means the concentration at half of the fitted maximal effect.
SMILES,BAZ2B inh,HP1b chromo inh,JMJD2A Tudor inh,Pin1 inhibitor,G9a block,GLS inh,POLI inh,PGK inhibitor,BLM helicase inh
O=C1NC(=Nc2ccccc2)S/C1=C\c1cccs1,-34%,2%,?,29%,-27%,17%,?,-22%,-13%
CCC(=O)Nc1cccc(NC(=O)c2cc3ccccc3o2)c1,-6%,53%[activator],-24%[11.4 µM],0%,6%,-2%,11%,-15%,-1%
O=C(O)/C=C/c1coc2ccccc2c1=O,-3%,62%[activator],-8%,-1%,15%[59 µM],3%,-10%,-7%,2%
CS(=O)(=O)NCCn1ccc2ccccc21,.,13%,?,-3%,?,31%[activator],44%,.,-3%
CC(C)(C)C1CCC2(CC1)Nc1cccc3cccc(c13)N2,11%,13%,3%[57.1 µM],9%,?,3%,1%,-6%,3%
CCOC(=O)N/N=C/c1cn(CCCOc2ccc(C)cc2)c2ccccc12,-7%,15%,-15%,1%,7%[59 µM],11%,?,0%,-2%
CN(CCOc1ccc(Cl)cc1)C(=O)c1ccc2c(=O)n3c(nc2c1)CCC3,-3%,12%,-3%,1%,6%[59 µM],1%,18%,-7%,.
COc1ccc(-c2c(C)nc(N)nc2-c2ccc(OCc3ccc(C)cc3)cc2O)cc1OC,?,-9%,-18%,8%,-29%,12%,30%,-3%,-8%
CC(C)(C)c1csc(NC(=O)c2ccncc2)n1,-27%,15%,-5%[11.4 µM],2%,-25%,4%,128%[activator],3%,-7%
C/C(=N/NC(=O)CN1CCN(S(=O)(=O)c2ccc(Br)cc2)CC1)c1ccco1,4%,27%,0%,-3%,-3%[59 µM],-2%,11%,-3%,-2%
O=C(NNC(=O)C12CC3CC(CC(O)(C3)C1)C2)c1ccccc1O,-13%,52%[activator],-7%,0%,.,12%,-5%,i,-1%
CC(=O)N1CCc2c(sc3nc(SCC(C)C)n(-c4ccc(F)c(Cl)c4)c(=O)c23)C1,-1%,31%,-8%,-1%,?,2%,2%,-3%,-4%
Cc1ccc(-c2csc(NC(=O)C3CC(=O)N(Cc4ccco4)C3)n2)cc1 (stereo unspecified),?,-15%,?,-2%,?,6%,38%[activator],i,-8%
Cc1ccc(S(=O)(=O)N(C)C)cc1NC(=O)C1CCCCC1,-1%,38%[activator],-10%,6%,.,-7%,26%,-2%,-10%
Cc1ccc(/C=N/NC(=O)Cn2nnc(N)n2)cc1,2%,20%,-14%,-1%,-2%[12.7 µM],3%,-2%,i,2%
CCOC(=O)C1CCN(C(=O)c2nn(-c3ccc(C)cc3)c(=O)c3c2c2ccccc2n3C)CC1,.,21%,-4%,8%,1%[59 µM],-2%,13%,.,-4%
CCCCSc1nc2c(cnn2-c2ccc(Cl)cc2)c(=O)[nH]1,0%,25%,-5%,2%,-35%[59 µM],1%,5%,-6%,-2%
COc1ccc(NC(=S)N2CCC(C(=O)c3ccc(C)cc3)CC2)cc1,-36%,16%,-27%,-4%,14%,2%,-14%,-14%,-6%
COc1ccc(-c2cc(C(F)(F)F)nc(-n3ccnc3C)n2)cc1,8%,19%,-6%,-3%,21%[59 µM],7%,15%,-4%,3%
O=C(CN(CCc1ccccc1)S(=O)(=O)c1ccccc1)NCc1ccc(Cl)cc1,5%,59%[activator],-9%,18%,5%[59 µM],-3%,-9%,i,-7%
COc1cc(NC(=O)c2ccco2)c(C(=O)OCC(=O)c2c[nH]c3ccccc23)cc1OC,2%,-3%,-19%,31%[activator],-19%[59 µM],-9%,25%,-7%,-3%
COc1ccc(-n2nc(C(=O)O)c(=O)n(C)c2=O)cc1,2%,25%,-28%,-2%,-30%[59 µM],-2%,7%,2%,-2%
COc1cc(SC)ccc1C(=O)NCc1ccccc1,42%[activator],32%,-4%,3%,28%[59 µM],4%,21%,4%,0%
O=C(COC(=O)COc1ccccc1Cc1ccccc1)Nc1cccnc1Cl,-7%,62%[activator],4%,-8%,-40%[59 µM],2%,55%[activator],-8%,-2%
CCOc1ccc(/C=N/NC(=S)NC2CC3C=CC2C3)cc1 (stereo unspecified),-38%,20%,-24%,?,.,9%,-21%,-2%,-7%
Cc1ccccc1N1CC(C(=O)Nc2nnc(SCc3ccccn3)s2)CC1=O (stereo unspecified),-11%,40%[activator],-13%,0%,?,-3%,?,-2%,-12%
CC1CCCCN1CCCNC(=O)c1cc(Sc2cccc(Cl)c2)nc2ccccc12 (stereo unspecified),-12%,7%,-26%,5%,-4%[59 µM],-8%,2%,10%,-11%
O=C(Nc1nc(-c2cccs2)cs1)c1ccc(S(=O)(=O)N2CCCC2)cc1,-25%,20%,-19%,34%[activator],-8%,4%,?,-2%,-7%
C=CCOC(=O)c1ccc(-n2cncn2)nc1,9%,12%,-4%,2%,-6%[59 µM],10%,8%,-1%,1%
O=C(COC(=O)c1cc(-c2ccccc2)nc2ccccc12)NC1CC1,.,35%[activator],-7%,0%,.,0%,?,7%,.

# Whole records, quoted from the list:
# Listed for `C=CCOC(=O)c1ccc(-n2cncn2)nc1` → BAZ2B inh: 9%; HP1b chromo inh: 12%; JMJD2A Tudor inh: -4%; Pin1 inhibitor: 2%; G9a block: -6%[59 µM]; GLS inh: 10%; POLI inh: 8%; PGK inhibitor: -1%; BLM helicase inh: 1%
# Listed for `COc1cc(SC)ccc1C(=O)NCc1ccccc1` → BAZ2B inh: 42%[activator]; HP1b chromo inh: 32%; JMJD2A Tudor inh: -4%; Pin1 inhibitor: 3%; G9a block: 28%[59 µM]; GLS inh: 4%; POLI inh: 21%; PGK inhibitor: 4%; BLM helicase inh: 0%

# (more compounds)
SMILES,BAZ2B inh,HP1b chromo inh,JMJD2A Tudor inh,Pin1 inhibitor,G9a block,GLS inh,POLI inh,PGK inhibitor,BLM helicase inh
CCCCOc1ccc(C(=O)Nc2nc3c(s2)CC(C)CC3)cc1 (stereo unspecified),?,21%,-12%,-5%,-32%[59 µM],0%,12%,-4%,-1%
Cc1ccc(S(=O)(=O)Nc2ccc3c(c2)OCCO3)c(C)c1NS(C)(=O)=O,-15%,36%,-16%,-5%,24%,19%,15%,-2%,-4%
CC(=O)Nc1ccc(OCC(=O)NCc2ccc(C)cc2)cc1,.,56%[activator],-15%,1%,-3%,-11%,36%[activator],-2%,-4%
COc1cccc(-c2sc3ccc(OC)cc3c2-c2ccc(OCCN3CCCC3)cc2)c1,.,?,56µM*,21%,.,6%,-4%,-10%,.
CN(Cc1c(C(=O)N/N=C/c2cccc(O)c2)nnn1-c1nonc1N)C1CCCCC1,-7%,28%,-11%,4%,.,0%,-11%,-7%,-2%
CS(=O)(=O)N1CCN(C(=O)c2cccnc2)CC1,2%,11%,-7%,4%,1%[59 µM],0%,0%,-6%,1%
CCOc1ccc(NC(=O)CSc2ncc(S(=O)(=O)c3ccc(F)c(C)c3)c(=O)[nH]2)cc1,-4%,6%,-19%,-3%,-26%[59 µM],-3%,?,-2%,-2%
O=C(NCCCC1CCCC1)C1CCC(=O)N(Cc2cccc(C(F)(F)F)c2)C1 (stereo unspecified),-5%,12%,-11%,-11%,?,6%,10%,-9%,-4%
CCOC(=O)C(CCOc1cccc(CC)c1)C(=O)OCC,189%[activator],238%[activator],102%[activator],-4%,215%[activator],7%,3%,5%,-5%
Cn1c2ccccc2c2ncn(CCCN3CCOCC3)c(=O)c21,-1%,38%,-13%,-7%,-11%[59 µM],10%,-7%,-7%,-4%
Cc1cc(C)cc(N2C(=O)N(c3ccccc3C)C3CS(=O)(=O)CC32)c1 (stereo unspecified),6%,23%,-2%,2%,-7%[12.7 µM],7%,42%[activator],-1%,3%
CCOc1ccccc1NC(=S)NC(=O)CCc1ccccc1,-12%,36%,-1%,-6%,-3%,1%,15%,-8%,-10%
O=C(Nc1cccc(F)c1)c1ccc2oc(=O)n(Cc3ccccc3)c2c1,-6%,17%,-9%,0%,34%[59 µM],3%,13%,5%,0%
C/C(=C\c1cc2ccccc2o1)C1Nc2cccc3cccc(c23)N1,-27%,?,?,-1%,-3%[0.501 µM],-13%,18%,-2%,.
Cc1[nH]n(C(C)(C)C)c(=O)c1Sc1ccc(Cl)cc1,-6%,60%[activator],-8%,-8%,24%[12.7 µM],6%,-6%,i,0%
COCCNC(=O)CCC1CCN(Cc2cccc(-c3ccc(C)o3)c2)CC1,-10%,22%,-23%,31%[activator],22µM*,-1%,23%,-2%,-11%
O=C(/C=C/c1ccccc1Cl)N1CCOCC1,8%,34%,-4%,3%,31%,-11%,32%[activator],-9%,2%
COc1ccc(NC(=O)c2ccc3c(c2)N(C)CCS3)cc1,2%,29%,-3%,5%,?,9%,-25%,-7%,-2%
CCCCOc1ccc(C(=O)Nc2ccc(C)cc2[N+](=O)[O-])cc1,?,-24%,?,-1%,-5%[2.33 µM],10%,24%,-4%,5%
CC(C)CNC(=S)NC(=O)c1ccc(Cl)cc1,-38%,19%,-20%,0%,?,-4%,-3%,i,-8%
CCCCCCCCOC(=O)c1ccc(N)cc1,22%,114%[activator],17%,-3%,7%[59 µM],-13%,-10%,-5%,-11%
CCc1nc(N2CCCC2)c(C#N)c2c1CCCC2,-2%,79%,29%,-2%,3%,4%,-2%,5%,0%
Cc1ccc(-c2nc3c(c(=O)c4ccccc4n3C)c(=O)n2-c2ccccc2)cc1,11%,27%,0%,1%,27%[59 µM],-8%,-1%,-10%,-1%
COCC(=O)N1CCc2ccc(NC(=O)c3ccccc3Cl)cc2C1,3%,22%,-7%,-5%,.,5%,28%,-9%,-3%
Cc1[nH]c2ccccc2c1SCC(=O)O,-22%,35%[activator],-10%,-2%,?,-6%,11%,-6%,-1%
NCCN1CCN(CCN)CC1,7%,19%,-17%,-8%,25%[12.7 µM],13%,18%,-8%,4%

# Some of the compounds tested; rates above refer to the full screens.
